ssDAF12 agonist – activates DAF-12 receptor from parasite S. stercoralis; HEK293 ssDAF-12/GRIP1 lit1-tk-luc reporter, luminescence; % of 3 µM dafachronic acid response; activation, % at 6.8 µM; 370,000 tested, 1% active; AID 652126;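 active = activation above the mean over all tested compounds plus 3 SD, cut at about 0.9% in these data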;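 note: 0% = DMSO-only wells and 100% = 3 µM delta7-dafachronic acid wells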
PLC-beta3 inh – inhibitors of human phospholipase C beta3. Q01970. 370,000 tested, 0.18% active. AID 720704. inhibition, % at 12.2 µM. Purified PLC-beta3, fluorogenic substrate, fluorescence; in the data active = inhibition above about 11%;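 note: 0% = median of compound wells on plate and 100% = full blocker control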
DAX1 inh-1 – inhibitors of DAX1 repression of SF-1 activated StAR promoter | inhibition, % at 6.8 µM | HEK293T StAR-luciferase reporter, SF-1/DAX-1 repression relief | 370,000 tested, 1.1% active | AID 652010;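 active = inhibition above the mean over all tested compounds plus 3 SD, cut at about 3.6% in these data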;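 note: 0% = DAX-1 cells with DMSO and 100% = cells lacking DAX-1 with DMSO; higher inhibition means more luminescence from relief of DAX-1 repression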
ADAM10 inh – ADAM10 inhibition, QFRET primary screen | recombinant ADAM10, EDANS/DABCYL FRET peptide cleavage, 3 h | inhibition, % at 7 µM | 370,000 tested, 0.62% active;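 active = inhibition above a per-campaign cutoff equal to the mean of compounds falling between control-based bounds plus 3 SD, cut at about 20% in these data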;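 note: 0% = DMSO wells while the 100% control is not disclosed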
DAX1 inh-2 – inhibits human nuclear receptor DAX1; HEK293 Gal4-DAX1 luciferase reporter, luminescence; AID 504766; inhibition, % at 6.75 µM; 340,000 tested, 0.99% active; P51843;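 active = inhibition above the mean over all tested compounds plus 3 SD, cut at about 4.2% in these data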;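 note: 0% = DAX1-transfected cells with DMSO and 100% = empty-vector control cells with DMSO; inhibition shows as a rise in luminescence from relieved DAX1 repression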
hcDAF12 agonist – H. contortus DAF-12 activation, primary screen; HEK293 hcDAF-12 lit1-tk-luc reporter, luminescence; 0% DMSO, 100% Δ7-dafachronic acid; activation, % at 6.8 µM; 370,000 tested, 1.4% active; AID 652067;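 active = activation above the mean of all tested compounds plus 3 SD, cut at about 5.5% in these data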;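 note: 100% = response to 3 µM Δ7-dafachronic acid high control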
ADAM17 inh – inhibits human ADAM17; P78536; recombinant ADAM17, EDANS/DABCYL FRET peptide cleavage; inhibition, % at 6.95 µM; 370,000 tested, 0.83% active;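 active = inhibition above the mean of compounds lying between control limits plus 3 SD, set per campaign, cut at about 8.5% in these data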;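 note: 0% = DMSO-only wells as the low control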
FXN GAA850 act – increases GAA850 frataxin promoter reporter activity. HEK293 lucGAA850 FXN promoter luciferase reporter, 24 h; percent of 10 µM SAHA response. 360,000 tested, 0.56% active. activation, % at 6 µM;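 active = activation above the average of all compounds screened plus 3 SD, cutoff fixed separately per campaign, cut at about 7.5% in these data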;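 note: 0% = DMSO wells and 100% = 10 µM SAHA wells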
hgDAF12 agonist – activates the H. glycines DAF-12 receptor ligand-binding domain. HEK293 GAL4-hgDAF12 UAS-luciferase reporter, agonist luminescence; normalized to butyrate control. activation, % at 6.8 µM. 370,000 tested, 1.8% active;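 active = activation above a cutoff set at the mean of all screened compounds plus 3 SD, cut at about 10% in these data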;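 note: 0% = DMSO wells and 100% = sodium butyrate wells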
sPLA2-III inh – Blocks human group III sPLA2 activity. Q9NZ20. inhibition, % at 12.2 µM. QFRET BODIPY PC-A2 liposome hydrolysis, fluorescence. 370,000 tested, 0.56% active. AID 743126;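 active = inhibition above mean plus 3 SD of compounds lying within the high and low control bounds, cut at about 19% in these data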;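 note: 0% = median of test compound wells and 100% = no enzyme DMSO wells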
PLCg1 inh – inhibitors of human phospholipase C gamma1 | P19174 | purified PLC-gamma1, fluorogenic substrate, fluorescence | inhibition, % at 12.2 µM | 370,000 tested, 0.84% active; in the data active = inhibition above about 9.5%
Target sequence (P19174 whole entry, looked up): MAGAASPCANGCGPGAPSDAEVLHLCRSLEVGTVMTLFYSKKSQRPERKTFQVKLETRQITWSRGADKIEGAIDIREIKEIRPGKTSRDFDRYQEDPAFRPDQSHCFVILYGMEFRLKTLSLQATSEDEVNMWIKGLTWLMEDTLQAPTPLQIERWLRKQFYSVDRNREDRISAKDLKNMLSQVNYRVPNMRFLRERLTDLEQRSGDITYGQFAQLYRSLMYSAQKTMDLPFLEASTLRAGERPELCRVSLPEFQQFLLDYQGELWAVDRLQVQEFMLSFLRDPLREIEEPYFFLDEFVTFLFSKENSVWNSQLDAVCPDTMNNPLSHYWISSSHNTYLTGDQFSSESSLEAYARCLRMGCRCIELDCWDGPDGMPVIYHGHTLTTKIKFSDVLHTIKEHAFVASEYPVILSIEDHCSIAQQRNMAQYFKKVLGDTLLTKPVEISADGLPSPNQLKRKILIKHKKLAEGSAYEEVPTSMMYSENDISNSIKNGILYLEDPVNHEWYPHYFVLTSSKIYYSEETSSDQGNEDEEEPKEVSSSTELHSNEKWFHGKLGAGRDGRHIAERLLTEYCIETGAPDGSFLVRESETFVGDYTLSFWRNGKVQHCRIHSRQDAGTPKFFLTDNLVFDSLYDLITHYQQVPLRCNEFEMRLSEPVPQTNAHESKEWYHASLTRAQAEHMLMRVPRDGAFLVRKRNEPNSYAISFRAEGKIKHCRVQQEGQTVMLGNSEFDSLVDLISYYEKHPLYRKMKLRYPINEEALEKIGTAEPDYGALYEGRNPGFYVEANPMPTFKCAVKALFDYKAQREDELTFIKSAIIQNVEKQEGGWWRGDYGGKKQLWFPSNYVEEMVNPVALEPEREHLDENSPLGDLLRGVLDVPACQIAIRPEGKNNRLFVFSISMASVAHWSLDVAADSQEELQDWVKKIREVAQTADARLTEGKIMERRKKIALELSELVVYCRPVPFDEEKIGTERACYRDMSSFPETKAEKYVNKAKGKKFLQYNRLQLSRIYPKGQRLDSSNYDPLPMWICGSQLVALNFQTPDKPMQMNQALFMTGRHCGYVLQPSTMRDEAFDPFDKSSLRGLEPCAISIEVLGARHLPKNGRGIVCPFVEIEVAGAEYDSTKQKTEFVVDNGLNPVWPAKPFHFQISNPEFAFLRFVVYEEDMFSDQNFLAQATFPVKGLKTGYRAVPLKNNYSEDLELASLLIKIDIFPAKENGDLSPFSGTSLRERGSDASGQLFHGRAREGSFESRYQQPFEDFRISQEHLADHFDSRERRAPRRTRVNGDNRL
* hit, by the source's call; i = inactive; . = no result given.

SMILES	ssDAF12 agonist	PLC-beta3 inh	DAX1 inh-1	ADAM10 inh	DAX1 inh-2	hcDAF12 agonist	ADAM17 inh	FXN GAA850 act	hgDAF12 agonist	sPLA2-III inh	PLCg1 inh
Cc1ccsc1CNS(=O)(=O)c1ccc(F)cc1	-0.9	-2	1.2	6	2.5	-2.4	0	-0.5	-1.9	-8	6
CCOC(=O)c1sc(NC(=O)CCN2CCCCCC2)c(C(=O)OCC)c1C	-1.3	-6	-0.2	8	-0.8	-1.5	-2	10*	-0.5	7	-3
O=C(NCc1ccc(F)cc1)C(c1ccco1)N(C(=O)c1csnn1)c1ccccc1 (centres undefined)	-0.9	-4	0.6	-3	1.0	-1.6	-1	-0.3	-1.0	-4	1
O=C(c1ccc(Cn2c(=O)[nH]c3ccccc3c2=O)cc1)N1CCN(c2ccc(F)cc2)CC1	-0.8	-1	-0.5	5	-1.4	-2.8	-8	-3.2	-2.2	-5	3
CCOC(=O)C1CCCN(C(=O)c2ccc3c(c2)C(C)(C)CCC3(C)C)CC1 (centres undefined)	-1.8	7	-2.5	0	.	-1.8	4	3.5	-1.8	0	1
COc1cc(/C=C/C(=O)OCC(=O)N2CCc3ccccc32)cc(OC)c1OC	-1.4	-41	-1.7	-62	-1.2	-0.8	-17	-2.4	2.4	6	-21
COc1cccc(NC(=O)COC(=O)c2nc(Cl)ccc2Cl)c1	-0.6	-7	0.8	-4	0.5	5.1	-4	-0.8	3.2	3	-2
Cc1cc(C(=O)N2CCCC(C)(C(=O)NS(=O)(=O)C3CC3)C2)nn1C(C)(C)C (centres undefined)	-0.9	2	-0.5	-7	.	1.6	-6	-0.3	0.4	1	-2
Cc1nc(SCc2ccccc2)c2oc3ccccc3c2n1	-1.7	0	-0.5	5	0.7	-1.2	-5	-0.8	0.7	0	0
CCO[C@@H]1OC(C(=O)N2CCN(Cc3ccccc3)CC2)=C[C@H](c2csc3ccccc23)[C@H]1CCCO	-1.1	-7	0.1	2	-0.2	-1.1	2	-4.2	-4.1	-25	-3
O=C(Nc1nccs1)NC1CCCCC1	-0.7	2	-0.6	-5	-0.3	-1.0	-2	-0.9	4.3	2	0
COc1ccc2c(c1)c(CC(=O)Nc1ccc(C)cc1)c(C)n2C(=O)c1ccc(Cl)cc1	-1.0	3	-0.8	5	-1.1	-0.6	0	1.0	-1.3	-7	0

Part of the list above, comma-delimited.
Structure,ssDAF12 agonist,PLC-beta3 inh,DAX1 inh-1,ADAM10 inh,DAX1 inh-2,hcDAF12 agonist,ADAM17 inh,FXN GAA850 act,hgDAF12 agonist,sPLA2-III inh,PLCg1 inh
Cc1nc(SCc2ccccc2)c2oc3ccccc3c2n1,-1.7,0,-0.5,5,0.7,-1.2,-5,-0.8,0.7,0,0
COc1ccc2c(c1)c(CC(=O)Nc1ccc(C)cc1)c(C)n2C(=O)c1ccc(Cl)cc1,-1.0,3,-0.8,5,-1.1,-0.6,0,1.0,-1.3,-7,0

Next part
SMILES	ssDAF12 agonist	PLC-beta3 inh	DAX1 inh-1	ADAM10 inh	DAX1 inh-2	hcDAF12 agonist	ADAM17 inh	FXN GAA850 act	hgDAF12 agonist	sPLA2-III inh	PLCg1 inh
CCc1ccc2c(c1)NC(=O)C2(C)Cc1ccc(OC(F)(F)F)cc1 (centres undefined)	-0.9	-2	0.3	15	.	-2.0	5	7.6	0.6	-5	0
Cc1c(Cl)c([N+](=O)[O-])nn1Cc1ccc(C(=O)Nc2ccc(Cl)cn2)o1	-1.8	-2	0.0	-3	-1.1	-1.2	8	-4.6	-1.3	-6	3
CCN(Cc1ccccc1)Cc1cccc([N+](=O)[O-])c1	-0.9	2	0.0	2	-0.8	0.8	0	0.1	1.2	-4	-1
O=C(NCc1ccc(F)cc1)C(c1ccccc1)N(CC1CCCO1)C(=O)Cn1nnc2ccccc21 (centres undefined)	-1.6	2	-0.5	-5	-1.3	-1.0	-1	-4.4	-0.3	-3	2
COC(=O)c1c(-c2ccc(N(C)C)cc2)sc2ccc(OC)cc12	-3.0	i	-2.0	-420	-3.0	-6.5	-98	-4.1	-10	7	i
O=C1CCCCCN1Cc1nnc(SCc2nc3ccccc3s2)n1-c1ccccn1	1.9*	-5	1.8	-2	1.9	5.7*	-5	2.2	9.0	-2	-1
CN(c1ccc(F)cc1)S(=O)(=O)c1ccc(Cl)c(C(=O)Nc2ccncc2)c1	-2.0	-7	-2.8	-4	-2.2	-1.0	-2	-3.8	-2.8	0	1
CCC(COC(=O)Nc1cccc(C)c1C)NC(=O)OCC(C)C (centres undefined)	-1.2	0	-0.6	4	0.2	-1.6	-1	-2.3	-0.1	-4	-1
O=C(CN1C(=O)NC2(CCCCC2)C1=O)N1CCN(S(=O)(=O)c2cccc(F)c2)CC1	-1.2	-9	1.0	7	-0.1	2.7	2	0.2	0.6	-6	0
Clc1ccc(OCc2nc(-c3ccccn3)no2)c(Br)c1	0.4	-5	6.7*	-7	-1.2	6.8*	0	-2.5	6.4	1	1
CC1(N=Cc2cc(Cl)ccc2O)COP(=O)(Nc2ccccc2)OC1 (centres undefined)	-0.1	1	0.2	0	0.5	2.8	-2	-3.8	4.3	-7	2
Cc1ccccc1C(=O)Nc1c2c(nn1C(C)(C)C)CS(=O)(=O)C2	-1.1	-5	-0.9	-5	0.4	-0.3	-2	1.9	1.2	2	3
COc1ccc(C=CC(=O)c2ccc([N+](=O)[O-])cc2)cc1	-0.7	3	-0.8	-6	-0.4	1.0	-4	3.1	0.1	11	0
CC(Cl)C(=O)c1ccc2c(c1)CCN2C(=O)C1CC1 (centres undefined)	-0.8	-1	-0.8	-15	-0.4	0.2	-5	-0.3	1.5	3	-1
Cc1c(NC(=O)c2ccco2)cccc1-c1nc2cccnc2s1	-1.0	-20	-0.8	-32	-1.0	1.6	-8	0.5	0.6	-6	-16
COC(=O)[C@]1(Cc2ccccc2)N[C@H](CN(C)S(=O)(=O)c2ccc(-c3ccccc3)cc2)[C@@H]2C(=O)N(Cc3ccccc3)C(=O)[C@@H]21	-0.9	0	-0.3	-15	-0.6	-1.1	0	4.3	-3.1	9	0
CCN(CC)CCOc1ncnc2c1oc1ccccc12	-1.4	1	-0.3	13	1.9	0.3	4	-0.4	2.1	3	-6
Cc1noc(C)c1S(=O)(=O)NC(=O)C1(C)CCN1C(=O)C1(c2ccc(Cl)cc2)CC1 (centres undefined)	-0.9	1	0.2	-7	.	-0.1	-2	0.6	-2.1	-8	-3
Cc1nc(C)c(C(=O)Nc2cccc(C)c2C)o1	-1.0	0	-1.7	-4	1.5	-1.3	-1	0.9	2.7	-2	-1
C[C@@H](Oc1ccccc1)c1nnn(Cc2ccccc2)c1-c1c([C@@H](C)Oc2ccccc2)nnn1Cc1ccccc1	-1.4	3	-0.1	10	.	-0.8	8	.	0.3	-7	16*
Cc1ccc(C(=O)NNC(=O)CCOc2cccc(C)c2)cc1	-1.2	-1	1.4	6	2.0	0.3	2	-0.9	-2.5	-3	2
CN(C)CC#CCC(O)(c1ccccc1)C1CCCCC1 (centres undefined)	-0.5	-4	0.2	-4	-0.4	-1.9	-4	2.8	2.5	-14	4
Cc1ccc(-c2c(C(=O)NNC(=S)NCC3CCCO3)csc2C)cc1 (centres undefined)	-1.5	-3	-1.4	0	0.0	-1.6	-4	1.6	1.4	10	2
CCOc1ccc(NC(=O)CSc2nnc(Cn3c(=O)sc4ccccc43)n2C)cc1	-0.8	-3	-0.2	-2	0.4	-1.7	-1	-0.5	1.0	-1	0
CCN1CCN(C(=O)/C=C/c2c(F)cccc2Cl)CC1	0.2	3	0.5	8	0.3	2.9	-1	2.4	5.9	-5	0
Cc1c(NC(=O)c2cccc(NC(=O)COc3cccc(Br)c3)c2)c(=O)n(-c2ccccc2)n1C	-1.3	-5	-2.8	0	-0.9	0.1	-1	-0.3	-1.9	-1	2
Cc1ccc(C2(C)NC(=O)N(CC(=O)NCCN3C(=O)S/C(=C\c4cccnc4)C3=O)C2=O)cc1 (centres undefined)	-2.1	-2	-0.5	-6	-1.1	0.6	-3	-2.4	2.5	7	4
COc1ccc(NC(=O)COC(=O)CCCN2C(=O)c3ccccc3C2=O)cc1Cl	-1.4	2	0.0	2	0.8	0.9	0	1.5	-1.0	-10	4
CC1CCCCC1NC(=O)Cn1c(CN2CCCCC2)nc2ccccc2c1=O (centres undefined)	-0.7	-6	-0.2	3	-0.8	3.3	-1	1.6	1.0	-9	-4
CC(=O)N[C@@H](C)CCc1ccc(Oc2ccc(OC(C)C)nc2)cc1	-1.6	3	.	4	.	-3.8	-2	.	-0.5	-3	3
CCc1c(C)sc(NC(=O)c2ccco2)c1C(=O)N1CCOCC1	-1.6	-11	0.6	-9	0.6	-1.4	-2	1.9	-2.5	3	-9
OCCN1CCN(CC/C=C2/c3ccccc3Sc3ccc(Cl)cc32)CC1	-1.7	-6	1.1	-5	0.8	-0.8	-3	-3.1	-4.2	0	3
COC(C(=O)N/N=C(\C)CC(=O)Nc1ccc(Cl)cc1C)c1ccccc1 (centres undefined)	-1.5	1	0.6	3	1.4	0.9	0	-1.1	-1.4	-13	-2
COc1ccc(C2C(CC(=O)O)=C(Nc3ccccc3)C(=O)N2c2ccccc2)cc1 (centres undefined)	-0.7	-3	1.5	-2	1.2	0.6	-3	2.1	4.4	-4	-4
CC(=O)Nc1ccc(NC(=O)COc2cc(C)cc3oc(=O)cc(C)c23)cc1	-0.1	-17	-0.3	-17	0.7	-0.8	-4	0.8	-0.4	2	-5
CCOc1ccc(CCNC(=O)C2CC(=O)N(Cc3ccc(C)cc3)C2)cc1OCC (centres undefined)	-0.8	-11	-1.1	0	-0.9	-0.1	-2	0.9	-1.2	0	2
Cc1ccc(NC(=O)CSc2nnc(CCC(=O)O)c(=O)[nH]2)cc1	-1.4	-8	-0.6	-5	1.3	-0.7	-6	0.7	-0.8	5	3
CNS(=O)(=O)c1ccc2c(c1)NC(=O)C1CCCN21 (centres undefined)	-0.6	-34	-0.3	-32	-2.0	0.5	-10	2.2	-1.1	-18	-34
C/C(=N\NC(=O)C1(C)CC1(Br)Br)c1cccc(NC(=O)c2ccc(C)o2)c1 (centres undefined)	-1.3	-6	-3.0	1	-1.1	-2.2	-1	-3.1	0.4	0	0
CC(C)(C)c1nnc(N/N=C/c2ccccc2)n(N)c1=O	-1.6	3	-0.6	-8	-1.8	-1.4	0	1.5	-1.3	9	1
O=C(c1cc(-c2ccc(Br)cc2)on1)N1CCCC1	0.8	-3	2.6	-5	1.5	3.7	-3	1.1	19*	0	-3
CN(CC(=O)Nc1c(Cl)cccc1Cl)C(=O)Cn1[nH]c(=O)c2ccccc2c1=O	-1.2	-1	0.4	-2	1.0	-0.7	-3	1.5	-0.1	-7	-1
CCn1nnnc1NCc1cccn1C	-1.1	-16	0.4	-5	1.8	1.0	-6	3.3	3.7	7	-1
CC(NC(=O)COc1cccnc1[N+](=O)[O-])c1ccc(F)cc1 (centres undefined)	-0.7	-4	-0.5	6	-0.9	-0.9	-3	1.1	-0.8	3	2
CS(=O)(=O)Nc1ccc(-c2cc(/C=C3\SC(N)=NC3=O)c[nH]c2=O)cc1	-1.4	-33	-0.1	-6	0.5	-0.6	-2	2.7	-1.4	1	-23

Random draw from the library; overall some 6.9% were active at least once.
